zfTRPN1 agonist: agonists of zebrafish TRPN1 channel; activation, % at 3 µM; hit rate 0.18% among 220,000; HEK293 zebrafish TRPN1-YFP, Fluo-8 calcium fluorescence; 100% = response to 87 µM carbachol;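 active means activation above its plate's cutoff, the mean activation of test wells on that plate plus 3 SD, cut at about 19% in these data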;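 further: 0% = DMSO alone and 100% = 87 µM carbachol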
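Material – zebrafish TRPN1-YFP in HEK293 cells · Doses – 3 µM single point · Schedule – dye 1 h 37 °C plus 30 min RT · Signal – Fluo-8 calcium fluorescence, excitation 470-495 nm, emission 515-575 nm · Read-out – % activation versus carbachol response · Control set – carbachol high, DMSO low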
NPY1 pot ag: human NPY-Y1 potentiation or agonism, primary screen | P25929 | NPY-Y1 expressing cells, potentiator/agonist activation | activation, % at 3.6 µM | hit rate 0.37% among 220,000 | AID 1304; in the data active means activation above about 33%, passing the limit was not always enough;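 further: cells stimulated with NPY at EC10 then isoproterenol at EC100; 0% = low agonist plus stimulus and 100% = saturating agonist plus stimulus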
Target sequence (P25929 whole entry, looked up): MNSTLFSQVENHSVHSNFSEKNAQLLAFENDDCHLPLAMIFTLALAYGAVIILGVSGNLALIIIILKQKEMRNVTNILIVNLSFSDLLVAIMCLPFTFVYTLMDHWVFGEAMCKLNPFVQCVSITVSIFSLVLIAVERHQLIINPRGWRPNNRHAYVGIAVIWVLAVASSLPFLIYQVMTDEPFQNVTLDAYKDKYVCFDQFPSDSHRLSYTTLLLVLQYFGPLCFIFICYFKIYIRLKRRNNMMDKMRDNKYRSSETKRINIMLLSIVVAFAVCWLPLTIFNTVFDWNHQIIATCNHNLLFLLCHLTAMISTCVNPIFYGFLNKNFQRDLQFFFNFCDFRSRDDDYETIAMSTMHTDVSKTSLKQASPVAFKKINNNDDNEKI
NPY-Y1 antag: NPY-Y1 (human) receptor antagonism | AID 1040 | hit rate 1% among 200,000 | HEK293-CNG Y1 cells, membrane potential fluorescence; NPY at EC95, then isoproterenol | P25929 | inhibition, % at 3.6 µM;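 active means inhibition above the campaign mean inhibition of all tested compounds plus 3 SD, cut at about 20% in these data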;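 further: 0% = DMSO wells given NPY plus isoproterenol and 100% = isoproterenol alone without NPY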
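Material: HEK293 Y1/CNG channel cell line; also added: NPY (25 nM), isoproterenol (1 µM), Ro 20-1724 (25 µM); doses: one concentration, 3.6 µM, in 0.4% DMSO; schedule: compound incubation 1 h at room temperature, readout 45 min post-stimulation; technique: membrane potential fluorescence; measure: fluorescence ratio normalized to % inhibition between controls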
NPY-Y2 PAM-ag: potentiates or activates human NPY-Y2 receptor. P49146. cells expressing NPY-Y2, potentiator/agonist read-out. activation, % at 3.6 µM. hit rate 0.45% among 220,000. AID 1359; in the data active means activation above about 27%;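 further: cells stimulated with NPY near EC25 plus isoproterenol at EC100; 0% = vehicle plus submaximal agonist and 100% = vehicle plus saturating agonist; some results beyond the cut were filed as inactive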
S1P4 antag: human S1P4 receptor antagonism | O95977 | S1P4-expressing cells, antagonist mode, reporter read-out | inhibition, % at 4.98 µM | hit rate 0.26% among 220,000 | AID 1510; in the data active means inhibition above about 29%;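 further: 0% = wells stimulated with agonist and 100% = vehicle wells without agonist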
S1P4 agonist: agonists of human S1P4 receptor. hit rate 0.35% among 220,000. AID 1509. O95977. S1P4-expressing cell line, agonist reporter assay. activation, % at 4.98 µM; in the data active means activation above about 11%;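 further: 0% = DMSO vehicle and 100% = reference agonist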
TRPML3 agonist: activates the human TRPML3 channel; HEK293 TRPML3-YFP, Fluo-8 calcium fluorescence; 100% = the carbachol control signal; activation, % at 3 µM; hit rate 0.29% among 220,000; AID 1448;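 active means activation above its plate's cutoff, the mean activation of the plate's test wells plus 3 SD, cut at about 12% in these data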;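 further: 0% = DMSO only wells and 100% = carbachol wells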
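system = HEK293 cells stably carrying human TRPML3-YFP | doses = one concentration, 3 µM nominal, 0.3% DMSO | timing = dye loading 1 h 37 °C then 30 min ambient, 125 s read | detection = Fluo-8 calcium dye fluorescence, ex 470-495, em 515-575 nm | benchmarks = high control carbachol 87 µM, low control DMSO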
CHOP inhibitor: CHOP inhibition in unfolded protein response; CHO-K1 CHOP-promoter luciferase, tunicamycin-induced, 15-18 h; inhibition, % at 10 µM; hit rate 3.8% among 220,000;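 active means compounds that reduced the stress-induced luciferase reporter signal by more than about 70% of percent inhibition, limit read from the data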;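 further: 0% = tunicamycin plus vehicle and 100% = wells without tunicamycin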
EP2 mod: modulates human prostaglandin E2 receptor EP2 signaling | P43116 | EP2-expressing cells, cAMP HTRF FRET, PGE2 co-stimulation | induction, % at 25 µM | hit rate 0.83% among 260,000 | AID 940;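 active means compounds whose cAMP rise, as percent of the full-agonist control response, exceeds 60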;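 further: rat C6 glioma line stably carrying human EP2 under a CMV promoter; the protocol text gives 20 µM as final concentration; 100% = response of wells given 1 µM PGE2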
Target sequence (P43116 whole entry, looked up): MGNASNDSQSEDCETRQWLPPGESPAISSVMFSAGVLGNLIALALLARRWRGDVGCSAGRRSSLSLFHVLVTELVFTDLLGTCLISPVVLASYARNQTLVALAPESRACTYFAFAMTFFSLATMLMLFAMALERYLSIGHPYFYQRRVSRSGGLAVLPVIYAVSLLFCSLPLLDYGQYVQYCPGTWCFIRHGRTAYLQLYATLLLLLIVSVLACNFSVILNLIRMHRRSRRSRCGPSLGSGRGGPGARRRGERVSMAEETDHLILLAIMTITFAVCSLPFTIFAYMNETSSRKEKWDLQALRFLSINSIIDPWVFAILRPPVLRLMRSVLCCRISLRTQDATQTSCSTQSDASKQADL
An asterisk follows results filed as active; · = not tested or not shown; & = joins results of further samples.

SMILES	zfTRPN1 agonist	NPY1 pot ag	NPY-Y1 antag	NPY-Y2 PAM-ag	S1P4 antag	S1P4 agonist	TRPML3 agonist	CHOP inhibitor	EP2 mod
C(=C\c1ccccc1)/CN1CCN(Cc2nc(Cc3ccccc3)no2)CC1	0.7	-5	6	-24	-21	1.8	1.6	14	20
N#CC1=C(N)c2ccccc2CC12CCCCC2	-0.6	0	-2	19	-18	3.6	0.0	78*	19
O=C(Oc1cccc(NC(=O)c2ccccc2Cl)c1)c1ccc([N+](=O)[O-])cc1	0.3	-4	-1	-6	-10	-0.1	0.5	2	-4
Cc1ccc2nsnc2c1S(=O)(=O)NCCc1c(C)[nH]c2ccc(F)cc12	0.9	-1	-8	0	-1	-0.4	0.8	-16	-25
COC(=O)C1C(O)=C(C(C)=N)C(=O)CC1(C)C (configuration not stated)	1.2	13	-2	5	-2	1.9	1.1	1	9
Cn1nc([N+](=O)[O-])nc1N1CCN(c2ccc(F)cc2)CC1	-0.7	9	7	-8	-2	1.9	0.9	4	-3
COc1cc(C(=O)Nc2ccc(S(=O)(=O)NC(C)(C)C)cc2)cc(OC)c1OC	-0.5	8	-1	1	1	-4.6	0.2	17	-69
O=C(NCCc1ccccc1)Oc1ccc(Cl)cc1	-0.9	-3	·	9	1	2.0	0.4	-13	-17
O=C(O)/C=C\c1ccccc1Oc1cccc(Cl)c1	1.6	-5	10	-23	-15	1.7	0.7	16	22
CC(C)Cn1c(=O)c(C(=O)Nc2cnccn2)c(O)c2ccccc21	2.6	4	-1	-3	-13	0.3	0.5	2	18
COc1ccc(/C=N/Nc2nonc2N)cc1	-1.5	8	0	19	0	-0.9	-0.6	1	3
CC(C)c1nnc(SCC(=O)NCc2ccco2)n1C	-0.3	12	-4	-1	-1	0.6	1.1	33	13
N#Cc1ccsc1NC(=O)COc1ccc(-c2nnco2)cc1	2.1	14	-2	13	6	-0.5	1.1	-22	-14
O=C(c1ccc(-c2ccccc2)cc1)C1CCCN(Cc2ccncc2)C1 (configuration not stated)	0.5	-7	1	-14	1	1.1	0.9	40	-46
Cc1cccc(NC(=S)N=Nc2c(O)n(C)c3ccc(S(=O)(=O)N4CCOCC4)cc23)c1	-0.7	13	-6	7	-15	1.4	-0.3	-45	21
O=C(O)c1ccc(/C=N/Nc2ccc(F)cc2F)cc1	3.2	3	2	12	-15	1.2	0.4	-6	-3
O=C(NCc1cccs1)C1CCCN1S(=O)(=O)c1ccccc1F (configuration not stated)	-0.6	-5	0	-7	-13	1.5	0.7	41	10
Cc1ccc(S(=O)(=O)NC(=O)c2cc(C)n(CC(c3ccccc3)N(C)C)c2C)cc1 (configuration not stated)	0.5	3	2	-18	7	-0.6	0.2	3	16
Cc1ccc(SCc2cn3c(C)csc3n2)cc1	-1.0	-16	2	-9	1	1.2	-1.4	13	-21
C=CCn1cnc2c(nnn2Cc2ccc(F)cc2)c1=O	1.1	2	·	-17	4	0.7	0.4	8	-1
O=[N+]([O-])c1ccn(-c2nc(-c3ccccc3)cc(C(F)(F)F)n2)n1	1.6	0	0	-3	1	0.8	1.2	14	28
CCn1ccc(C(=O)Nc2cccc(Cl)c2)n1	0.2	5	-6	7	12	-1.3	0.2	-13	-9
COCC(=O)Nc1ccc(-c2cn3cccnc3n2)cc1	0.1	-7	6	12	-12	0.7	1.2	7	3
COC(=O)CSc1ncnc2c1sc1nc3c(cc12)COC(C)(C)C3	0.4	5	-2	-21	-4	-1.8	1.0	14	16
Cc1nn(-c2ccccc2)c(C)c1C(=O)OCC(=O)c1c(N)n(CC(C)C)c(=O)n(C)c1=O	2.2	9	-4	13	3	-0.5	1.5	·	-15
CCCCNC(=O)c1ccccc1NS(=O)(=O)c1ccc2c(c1)OCCO2	-0.7	2	-4	-6	-27	-3.3	-0.1	-20	13
Cn1nc(SCC(=O)O)sc1=S	0.5	20	8	7	-6	0.8	0.3	15	35
COc1ccc(/C=N/NC(=O)C(=O)Nc2ccccn2)cc1OC	0.4	-8	3	-10	0	1.0	0.0	-20	-2
O=C(CCSc1ccccc1)NC1CCCCCC1	-0.4	2	11	-5	43*	-0.3	-0.7	12	-29
Clc1ccc(OC2CCN(Cc3nc(CC4CC4)no3)CC2)cc1	0.9	2	7	-10	2	-1.3	0.8	53	-30
CCc1c(O)nc(SCC(=O)N2CCOCC2)n(-c2ccccc2)c1=O	-0.5	-16	1	-8	-10	-1.1	0.8	51	29
Cn1c(=O)n(C)c2cc(NS(=O)(=O)c3ccc(F)cc3)ccc21	0.1	11	1	7	-11	-0.4	0.5	8	10
c1ccc(Cn2nnnc2CN2CCN(Cc3ccc4c(c3)OCO4)CC2)cc1	1.0	10	14	1	11	-1.5	0.8	21	-21&-39
Clc1ccccc1Cn1nnc2c(NCC3CC3)ncnc21	-1.1	2	2	9	9	0.8	-0.5	-13	12
CN(C)/C=C(/C(=O)c1ccc(Cl)cc1Cl)S(=O)(=O)c1ccccc1	-0.1	-10	-6	-8	-6	-0.2	-0.4	-6	-11
Cc1sc2ncnc(N(C)Cc3ccco3)c2c1C	-0.5	-16	5	4	-2	-0.5	0.0	3	39
COc1cc(CNC(C)c2ccccc2)cc(Cl)c1OCC(=O)Nc1ccccc1 (configuration not stated)	1.1	-39	13	-9	-10	-0.4	1.8	20	-52
C=CCc1cccc2cc(C(=O)NCCOC)c(=O)oc12	1.1	-3	-3	3	0	1.7	1.2	-4	16
Cc1cccc(NC(=O)CCC(=O)Nc2nnc(C(F)(F)F)s2)c1	0.8	-23	·	1	-4	-1.0	1.0	8	-40
Cc1ccc(C)c(C(C)NC(=O)C2C3CCC(O3)C2C(=O)O)c1 (configuration not stated)	0.6	-1	2	4	8	-1.1	0.4	-5	9
CCOc1ncccc1C(=O)N1CCN(c2ccc(C(F)(F)F)cn2)CC1	4.0	-14	0	-3	-10	6.8	2.1	49	-24
C/C(CC(=O)Nc1ccc(N(C)C)cc1)=N\NC(=O)c1ccc([N+](=O)[O-])cc1Cl	0.5	2	6	-4	-7	0.8	0.6	40	-18
Cc1ccc(-c2noc(C3CCCN(C(=O)C4CCCCC4)C3)n2)o1 (configuration not stated)	0.5	-7	-2	12	-1	0.2	0.2	4	19
O=C(/C=N/O)NCCCN1CCOCC1	-0.1	9	-3	4	-13	2.0	1.3	-3	30
CCC(OC(=O)CCc1nc2ccccc2[nH]c1=O)C(=O)c1ccccc1 (configuration not stated)	1.8	17	4	14	6	0.1	0.9	6	-11&-21
COc1ccc(C)cc1S(=O)(=O)N(CC(=O)O)c1ccc(F)cc1	1.5	-3	6	-12	-3	-2.7	0.3	-4	3
O=C(NCCN1CCOCC1)c1c[nH]c2ccc(S(=O)(=O)N3CCOCC3)cc2c1=O	0.0	5	2	4	10	3.0	0.6	-20	20
Cc1ccc(NC(=O)NCc2ccccn2)cc1	1.7	5	-4	1	-10	1.6	0.5	-10	5

Next section; the last five above are carried over.
SMILES	zfTRPN1 agonist	NPY1 pot ag	NPY-Y1 antag	NPY-Y2 PAM-ag	S1P4 antag	S1P4 agonist	TRPML3 agonist	CHOP inhibitor	EP2 mod
O=C(/C=N/O)NCCCN1CCOCC1	-0.1	9	-3	4	-13	2.0	1.3	-3	30
CCC(OC(=O)CCc1nc2ccccc2[nH]c1=O)C(=O)c1ccccc1 (configuration not stated)	1.8	17	4	14	6	0.1	0.9	6	-11&-21
COc1ccc(C)cc1S(=O)(=O)N(CC(=O)O)c1ccc(F)cc1	1.5	-3	6	-12	-3	-2.7	0.3	-4	3
O=C(NCCN1CCOCC1)c1c[nH]c2ccc(S(=O)(=O)N3CCOCC3)cc2c1=O	0.0	5	2	4	10	3.0	0.6	-20	20
Cc1ccc(NC(=O)NCc2ccccn2)cc1	1.7	5	-4	1	-10	1.6	0.5	-10	5
COC(=O)COc1ccc(S(=O)(=O)N2CCc3ccccc3C2)cc1	-0.9	6	-2	8	9	1.6	0.6	8	-30&-27
CC(=O)N(Cc1cccnc1)Cc1cc2ccccc2[nH]c1=O	3.7	6	0	9	-6	-0.7	-0.1	5	33
CNC(=O)OCCSCCS(=O)(=O)c1ccc(Cl)cc1	2.9	17	·	-18	-17	-1.0	0.3	4	-9
COc1ccc(S(=O)(=O)N2CCC(NC(=O)C(Cc3cccc(OC)c3OC)NC(C)=O)CC2)cc1 (configuration not stated)	-0.5	10	-1	-12	-2	-0.2	0.5	-9	16
Cc1nc2cc(NC(=O)Nc3ccc(Br)cc3)ccc2o1	11	0	-6	12	-3	-1.1	4.3	13	-48
CC(NC(=O)CSc1ccccc1C(=O)O)C1CC2CCC1C2 (configuration not stated)	1.7	-6	-2	5	-40	3.6	1.4	-2	31
Cc1cccc(-n2c(Cc3ccccc3)nnc2SCc2ccc([N+](=O)[O-])cc2)c1	-1.9	-4	4	-13	-14	-0.2	-0.7	19	44
O=C(/C=C/c1cccc2ccccc12)N1CCOCC1	0.4	2	·	-9	4	-0.3	0.3	-9	-26
Cc1cc(OC(C)C)nc(NCc2ccccc2)n1	-2.5	12	1	6	-10	1.2	-1.6	24	52
COC(=O)C1=C(C)N(Cc2ccco2)C(=O)C1	0.8	-4	3	10	-4	1.4	-0.5	9	36
COc1cc(/C=C/C(=O)OCC(=O)Nc2ccc(C)c(S(=O)(=O)N3CCCCC3)c2)ccc1O	-2.2	-30	0	2	-11	1.2	-0.7	38	-21
Cc1cc(=O)oc2cc(OCC(=O)NCc3cccnc3)ccc12	-0.2	10	3	4	6	2.2	0.3	-12	24
CCC/C(=N\NC(=O)c1ccc(OC)c(OC)c1)c1ccccc1	0.0	6	-1	5	14	1.7	-0.3	11	0

Four compounds picked at random from the list so far, as already listed:
SMILES	zfTRPN1 agonist	NPY1 pot ag	NPY-Y1 antag	NPY-Y2 PAM-ag	S1P4 antag	S1P4 agonist	TRPML3 agonist	CHOP inhibitor	EP2 mod
O=C(/C=C/c1cccc2ccccc12)N1CCOCC1	0.4	2	·	-9	4	-0.3	0.3	-9	-26
Cc1cc(=O)oc2cc(OCC(=O)NCc3cccnc3)ccc12	-0.2	10	3	4	6	2.2	0.3	-12	24
COC(=O)C1=C(C)N(Cc2ccco2)C(=O)C1	0.8	-4	3	10	-4	1.4	-0.5	9	36
Cc1cccc(-n2c(Cc3ccccc3)nnc2SCc2ccc([N+](=O)[O-])cc2)c1	-1.9	-4	4	-13	-14	-0.2	-0.7	19	44
